# Screening results from PubChem.
# Polio RdRp inh: poliovirus RNA polymerase inhibition. poliovirus polymerase elongation, fluorescence polarization; stronger effect = lower value. % elongation, % (compound at 16.7 µg/mL). actives 0.66% (n = 150,000). AID 588519; in the data active = % elongation below about 90%; also: some results filed as inactive read as strong as hits
# Target sequence (P03300 1749-2209 limits assumed): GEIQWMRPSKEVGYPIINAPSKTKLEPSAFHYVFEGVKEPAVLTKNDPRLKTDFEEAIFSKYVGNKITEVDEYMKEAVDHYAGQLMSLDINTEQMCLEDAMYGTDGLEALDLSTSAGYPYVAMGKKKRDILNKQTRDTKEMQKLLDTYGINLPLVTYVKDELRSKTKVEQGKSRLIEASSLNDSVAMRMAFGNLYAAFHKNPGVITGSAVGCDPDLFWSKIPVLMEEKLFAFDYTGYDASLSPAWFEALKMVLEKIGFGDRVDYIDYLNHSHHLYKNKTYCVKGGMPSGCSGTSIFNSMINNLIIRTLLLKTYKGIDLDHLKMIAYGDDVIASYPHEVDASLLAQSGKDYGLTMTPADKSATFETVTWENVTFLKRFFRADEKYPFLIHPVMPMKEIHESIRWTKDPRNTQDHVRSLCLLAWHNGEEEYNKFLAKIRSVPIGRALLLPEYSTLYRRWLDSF
# Polio RdRp inh FP z-score: also measured in Polio RdRp inh; calls as there; z-score; measured here: FP z-score; hits read low
# * = called active by the depositor; & = joins results of further samples.
SMILES,Polio RdRp inh,Polio RdRp inh FP z-score
COc1ccc(C(=O)N2CCN(C(=O)c3ccco3)CC2)cc1S(=O)(=O)NCCc1ccccn1,106,0.4
CSc1nsc(SCC(=O)C(C)(C)C)n1,101,-0.4
CN1/C(=C\C=N\NC(N)=S)C(C)(C)c2ccccc21,101,-0.3
COc1ccc(/C=c2\s/c(=C\C(=O)c3ccco3)[nH]c2=O)cc1O,141,7.7
Cc1ccc(S(N)(=O)=O)cc1NC(=O)c1c(-c2c(Cl)cccc2Cl)noc1C,104,-0.2
CCOC(=O)c1cc(C(=O)OC)c(C)nc1NCc1ccc2c(c1)OCO2,103,0.5
Cc1ccccc1CNC(=O)C1CCN(S(=O)(=O)Cc2ccccc2)CC1,110,0.6
Cc1ccc(N2CC(C(=O)NCCS(=O)(=O)N3CCN(c4ccccc4)CC3)CC2=O)cc1 (centres undefined),106,-0.2
COc1ccc(-c2nc3sc(CCNC(=O)C(C)(C)C)c(C)n3n2)cc1,108,0.3
CCCOc1ccc(NC(=O)CC2C(=O)N(c3ccccc3)C(=O)N2Cc2ccco2)cc1 (centres undefined),112,1
C#CCN1C(=O)S/C(=C/c2cc(C)n(-c3ccc(OC)cc3)c2C)C1=O,100,-0.2
Cc1nn2cc(Cl)nc2s1,103,0.3
COC(=O)c1cnc(N(C)C2CCCCC2)c2ccccc12,100,-0.3
Cc1oc2ccc(O)c(CN3CCCCC3C)c2c1C(=O)Nc1ccccc1 (centres undefined),106,-0.1
CN(C)c1ccc(C2C3=C(CCCC3=O)Nc3[nH]c(=O)[nH]c(=O)c32)cc1 (centres undefined),101,0.1
CCOC(=O)/C(C#N)=C\N1CCOCC1,102,0
Cc1ccc(-n2ccnc(SCC(=O)NCc3ccco3)c2=O)cc1C,99,-0.9
COc1ccc(-c2cnc(N)n2CC2CCCO2)cc1 (centres undefined),103,0.2
CC(=O)O/N=C(\C)c1nccs1,102,0.2
CC(C)NC(=O)CSc1n[nH]c(-c2ccncc2)n1,106,0.4
COC(=O)c1sc2nc3c(c(C(F)(F)F)c2c1N)CN(C(C)=O)CC3,100,-0.6
CC(=O)N1CC(=O)N=C1SCC(=O)Nc1nc2c(s1)CCCC2,97,-0.6
O=C(O)CCn1ccccc1=O,103,0.2
Cc1cc2n(n1)C(c1cc(C(C)(C)C)c(O)cc1O)Nc1ccccc1-2 (centres undefined),100,-0.4
COc1cc2cc(C#N)c(SCC(=O)OC(C)C)nc2cc1OC,104,0.8
Cc1cc(NC(=O)c2cccc(Oc3ccccc3)c2)n[nH]1,102,0.1
Cc1cc2oc(=O)cc(CN3CCCC(C)C3)c2cc1C(C)C (centres undefined),98,-0.6
COC(=O)C1=C(C)NC2=C(C(=O)CC(c3ccc(N(C)C)cc3)C2)C1c1ccco1 (centres undefined),100,-1
Cn1c(=O)c2c(n(C)c1=O)=NC1(CCCCC1)ON=2,101,-0.1
O=C(CSc1ncnc2sc3c(c12)CCCC3)N/N=C/c1cccs1,103,0.3
COc1cc2c3nc4n(c(=O)c3n(CC(=O)N3CCCCC3C)c2cc1OC)CCS4 (centres undefined),102,0.2
CCOc1ccc(OCC)c(NC(=O)c2cnn(-c3ccc(F)cc3)c2C2CCN(C(=O)OC(C)(C)C)CC2)c1,100,-1.1
Cc1cccc(C)c1NC(=O)COC(=O)c1cc(Cl)cc(Cl)c1,102,0.3
CCc1ccc(NC(=O)Cn2nnnc2N)cc1,102,-0.1
Cc1ccccc1S(=O)(=O)/N=C(\N)c1ccccc1,100,-0.4
N#CCSc1nc2c(cc1C#N)CCCCC2,103,0.5
COc1ccc2cc3c(NC(=O)Cc4cccc(C(F)(F)F)c4)n[nH]c3nc2c1,102,0.3
COc1ccc(-c2nnc(Nc3cccc(C(F)(F)F)c3)c3ccccc23)cc1,99,-0.5
Cc1cc(C)cc(NC(=O)COC(=O)C2CCN(c3ccc(C(F)(F)F)cn3)CC2)c1,102,-0.2
Cn1c(CSc2nc3ncnc(N)c3[nH]2)nc2ccccc21,102,0.1
COc1cc(C(=O)NC2CCS(=O)(=O)C2)cc(OC)c1OC (centres undefined),101,0.3
Cc1cccc(NS(=O)(=O)c2ccc(NC(=O)N3CCCC3)cc2)c1,102,-1.4
NC(=O)CSc1nc2c(c(C(F)(F)F)n1)CCc1ccccc1-2,102,0
Cc1ccc(C(=O)Nc2sc3c(c2C(=O)O)CCCC3)o1,95,-0.5
CCN1c2ccccc2NC2=C(C(=O)CC(C)(C)C2)C1c1ccccc1 (centres undefined),101,-0.1
Cc1ccccc1OC(=O)CSc1nnc(-c2ccc(F)cc2)o1,112,1
Cc1ccc2cc(CCNC(=O)C34CC5CC(CC(C5)C3)C4)c(=O)[nH]c2c1C,102,0.1
O=S(=O)(c1cccc(C(F)(F)F)c1)N1CCN(S(=O)(=O)c2cccc(C(F)(F)F)c2)CC1,101,0.3
Cc1cc(Sc2ccccn2)c2ccccc2n1,99,-0.6
COc1cccc(CN2CCc3nc(Nc4ccccc4)ncc3C2)c1,102,0.7
CCN1CCN(Cc2c(O)ccc3oc(C)c(C(=O)Nc4cccc(C(F)(F)F)c4)c23)CC1,104,-0.6
Cc1ccc(-c2ccc(=O)n(CC(=O)NCCN3CCCCC3C)n2)cc1 (centres undefined),102,0.2
CCCN(Cc1cccs1)C(=O)Nc1ccc(OC)cc1,102,0.2
O=[N+]([O-])O[C@H]1CO[C@H]2[C@@H]1OC[C@H]2O[N+](=O)[O-],100&99,0.1&-0.4
CCOC(=O)c1c(N)n(CCNC(=O)c2cc(OC)c(OC)c(OC)c2)c2nc3ccccc3nc12,103,0.1
C=Cc1ccc(Cn2c(C(=O)O)c(CNCCc3ccccc3)c3ccc(C)cc32)cc1,107,-0.2
CCc1ccc(C(=O)OCC(=O)NC2CCCC2)cc1,103,0.2
O=C(Cc1ccccc1)c1nc2ccccc2s1,108,-0.2
Cn1c(O)c(C=Nc2ccc(Br)cc2)c2ccccc21,103,0
CCOc1ccc(/C=N/NC(=O)c2cccnc2)cc1CN1CC2CC(C1)c1cccc(=O)n1C2 (centres undefined),100,-0.3
# Next section:
SMILES,Polio RdRp inh,Polio RdRp inh FP z-score
CC12CCC(=O)N1C(C(=O)OCn1nnc3ccccc3c1=O)CS2 (centres undefined),102,-0.5
N#Cc1c(N2CCCC2=O)sc2c1CCC2,103,0.2
COC(=O)C1Cc2ccccc2CN1 (centres undefined),106,1.2
CCc1ccc(NC(=O)COC(=O)CC2CCCC2)cc1,99,-1.5
Cc1ccc(-c2cc3nccc(-c4cc([N+](=O)[O-])ccc4O)n3n2)cc1,106,0.3
Cc1cccc(N2CCN(C(=O)CCC(=O)O)CC2)c1C,102,0.1
CCN(CC)C(=O)c1ccc(NC(=O)Nc2ccccc2OC)cc1,106,0.4
CCc1ccc(OCC(=O)Nc2c(C(=O)c3ccccc3)oc3ccccc23)cc1,111,1
CC1N=C(N)C(c2nc3ccccc3n2C)=C1O (centres undefined),107,0.3
O=C(COC(=O)COc1ccc(Br)cc1)NC1CCCC1,103,0.9
CCc1ccc(-c2nc(CSCC(=O)NCc3ccco3)c(C)o2)cc1,100,-0.1
CCc1nc2ccccc2nc1CC,106,0.3
CCn1c(-c2ccc(F)cc2)csc1=Nc1cc(OC)c(Cl)cc1OC,103,0
CCn1c(O)c(/C=N/NS(=O)(=O)c2ccc(C)cc2)c(=O)n(CC)c1=S,99,-0.9
Cc1oc(-c2cccc(Cl)c2)nc1CN1CCC(C(=O)NCCCN2CCN(c3ccccc3F)CC2)CC1,109,0.4
Nc1ccc(OCC(O)C[n+]2ccccc2)cc1 (centres undefined),101,-0.3
O=C(Nc1ccc(N2CCOCC2)cc1)C1CCCN(C(=O)c2ccc(Cl)cc2)C1 (centres undefined),100,-0.4
Cc1ccc[n+](C(C)C(=O)c2ccccc2)c1 (centres undefined),101,0
CCOc1ccccc1CNS(=O)(=O)c1csc(C(N)=O)c1,101,-1.3
COc1cccn(Cc2nnc(SCc3ccc(Cl)cc3)n2C)c1=O,105,0.9
CCCCOc1ccc(S(=O)(=O)Nc2cccc(-c3ccc(N4CCOCC4)nn3)c2)cc1,104,-0.6
c1ccc(-c2ccc(N3CCOCC3)s2)cc1,105,0.4
COc1ccc(C(=O)Nc2nc3ccc(S(=O)(=O)N4CCCC4)cc3s2)cc1,108,0
NC(=O)C1Cc2ccccc2CN1C(=O)CSc1nnc(-c2ccco2)n1Cc1ccccc1 (centres undefined),123,2.6
Cc1cc(Br)ccc1NC(=O)CC1CCCCC1,101,-0.3
CCC(C)NC(=O)c1cn(CC)c2ccc(S(=O)(=O)N3CCCCCC3)cc2c1=O (centres undefined),101,-0.2
Cc1nnc(N2C(=N)S/C(=C\c3c(-c4ccccc4)n(C)c4ccccc34)C2=O)s1,73,-7.5
CCN(CC)C(=O)Cn1cc(S(=O)(=O)CC(=O)NC2CCCC2)c2ccccc21,102,0.1
S=c1[nH]cnc2sc3c(c12)CCCC3,104,0.4
CC(C)C(=O)NC(=S)Nc1ccc(Cl)cc1,100,-0.1
Oc1cc2c(cc1C(Nc1ccccn1)c1ccc3c(c1)OCO3)OCO2 (centres undefined),108,0.3
CC1=C(C(=O)OC(C)C)C(c2ccc(C(C)C)cc2)C(C#N)=C(N)S1 (centres undefined),103,0.2
O=C(Nc1ccccc1C(F)(F)F)c1cnccn1,106,0.3
COc1ccccc1Cc1nc2ccccc2nc1SCC(=O)N1CCCc2ccccc21,104,-0.5
COc1ccc(/C=C(\C#N)C(N)=S)cc1,104,0.7
Cc1ccc(C)n1C1CCCCC1,103,0.3
O=C(C1CCC1)N1CCc2cc(S(=O)(=O)NC3CCCC3)ccc21,101,-0.6
Cc1ccc(C(=O)OCC(=O)c2ccccc2)cc1NC(=O)c1ccco1,106,0.2
O=C(/C=C/c1ccccc1)Nc1ccccc1N1CCCC1,99,-0.3
COc1ccc(Nc2ncc(C#N)c(Nc3ccccc3)c2C#N)cc1,99,-0.1
CCOc1ccc(-c2nonc2NC(=O)COc2c(C)cc(C)cc2C)cc1OCC,104,-0.6
Cc1ccc2nc(-c3c[nH]c4ccccc34)c(Nc3ccccc3)n2c1,106,0.2
Cc1ccccc1NC(=S)N/N=C/c1ccc(O)cc1O,81*,-1.5*
Clc1nc(CN2CCOCC2)nc2sc3c(c12)CCC3,99,-0.1
CCOC(=O)c1ccc(-c2ccc(/C=C3\SC(=S)NC3=O)o2)cc1,102,0.2
OCCN(Cc1ccccc1)Cc1c(Cl)cccc1Cl,100,-0.2
COc1cccc(OC)c1Cn1nnc2c(=O)[nH]c(C(=O)Nc3ccccc3Cl)nc21,100,0.1
Cc1ccc(Cn2c(CN3CCC(C(=O)NCc4ccccc4C)CC3)cc3ccccc32)cc1,101,-1.4
Cc1sc(Nc2ccccc2)nc1-c1ccc(Cl)cc1,102,-0.2
O=C(NC1=NCCS1)c1ccc(S(=O)(=O)N2CCCCCC2)cc1,105,0.3
O=C(CN(C1CCCCC1)S(=O)(=O)c1ccccc1)N1CCCCC1,102,0.3
Cn1c(C2CCS(=O)(=O)C2)n[nH]c1=S (centres undefined),103,0.3
CC(C)(C)C(=O)OC[n+]1ccccc1,101,-0.5
c1cc(-c2nc3ccccc3o2)cc(-c2nc3ccccc3o2)c1,103,0.5
CCC(SC1=N/C(=C\c2cccnc2)C(=O)N1c1ccccc1)C(=O)N1CCOCC1 (centres undefined),101,0
COc1ccc(Cn2cc[nH]c(=O)c2=O)cc1,102,-0.5
COc1ccc2c(CNCCc3ccc(SC)cc3)c(C(=O)O)n(Cc3ccc(F)cc3)c2c1,118,2
O=C(NCCCn1ccnc1)c1cn(-c2ccccc2)nc1-c1ccccc1,103,0.1
O=C(O)CC1(CC(=O)NCc2ccc3c(c2)OCO3)CCCCC1,95,-0.8
O=C1CCSc2c1cccc2C(=O)Nc1ccccc1F,101,-0.7
# (next part)
SMILES,Polio RdRp inh,Polio RdRp inh FP z-score
O=C(Nc1ccc(Br)cc1C(=O)c1ccccc1Cl)c1ccc(Br)cc1,108,0.7
CCc1ccc(NC(=O)C2CCN(c3nc(-c4ccc(OC)cc4)no3)CC2)cc1,109,0.4
CC(=O)N(/N=C1\Sc2ccccc2C1=O)c1ccccc1,102,0.1
c1ccc(Nc2cn[nH]n2)cc1,100,-0.5
CN(C)c1ccc(Nc2cccc3nonc23)cc1,99,-0.1
COc1ccc(Cl)cc1NC(=O)CSC1=Nc2ccccc2C2=NC(CC(=O)NC3CCCCC3)C(=O)N12 (centres undefined),114,0.5

# Ordered by formula weight (lowest first): part of the list above
SMILES,Polio RdRp inh,Polio RdRp inh FP z-score
Cc1ccc(C)n1C1CCCCC1,103,0.3
N#Cc1c(N2CCCC2=O)sc2c1CCC2,103,0.2
Cc1sc(Nc2ccccc2)nc1-c1ccc(Cl)cc1,102,-0.2
c1cc(-c2nc3ccccc3o2)cc(-c2nc3ccccc3o2)c1,103,0.5
Cc1cc2oc(=O)cc(CN3CCCC(C)C3)c2cc1C(C)C (centres undefined),98,-0.6
Cc1ccc2nc(-c3c[nH]c4ccccc34)c(Nc3ccccc3)n2c1,106,0.2
CN(C)c1ccc(C2C3=C(CCCC3=O)Nc3[nH]c(=O)[nH]c(=O)c32)cc1 (centres undefined),101,0.1
Cc1ccc(-n2ccnc(SCC(=O)NCc3ccco3)c2=O)cc1C,99,-0.9
COc1cccn(Cc2nnc(SCc3ccc(Cl)cc3)n2C)c1=O,105,0.9
CCc1ccc(NC(=O)C2CCN(c3nc(-c4ccc(OC)cc4)no3)CC2)cc1,109,0.4
CCN(CC)C(=O)Cn1cc(S(=O)(=O)CC(=O)NC2CCCC2)c2ccccc21,102,0.1
O=C(Nc1ccc(N2CCOCC2)cc1)C1CCCN(C(=O)c2ccc(Cl)cc2)C1 (centres undefined),100,-0.4
Cc1cc(C)cc(NC(=O)COC(=O)C2CCN(c3ccc(C(F)(F)F)cn3)CC2)c1,102,-0.2
CCCOc1ccc(NC(=O)CC2C(=O)N(c3ccccc3)C(=O)N2Cc2ccco2)cc1 (centres undefined),112,1
NC(=O)C1Cc2ccccc2CN1C(=O)CSc1nnc(-c2ccco2)n1Cc1ccccc1 (centres undefined),123,2.6
CCOC(=O)c1c(N)n(CCNC(=O)c2cc(OC)c(OC)c(OC)c2)c2nc3ccccc3nc12,103,0.1
COc1ccc(C(=O)N2CCN(C(=O)c3ccco3)CC2)cc1S(=O)(=O)NCCc1ccccn1,106,0.4
O=S(=O)(c1cccc(C(F)(F)F)c1)N1CCN(S(=O)(=O)c2cccc(C(F)(F)F)c2)CC1,101,0.3
Cc1oc(-c2cccc(Cl)c2)nc1CN1CCC(C(=O)NCCCN2CCN(c3ccccc3F)CC2)CC1,109,0.4

# The list is partial; the hit share may differ from the screen's.
